Assay outcomes: PubChem, several laboratories
RAM inhibit = inhibitors of the yeast RAM network; S. cerevisiae dse1pr::URA3 reporter, 5-FOA growth OD615, 2 d; analog-sensitive cbk1-as2 kinase mutant strain; inhibition, % at 50 µM; 1.8% of 190,000 active;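 active = inhibition above a set limit, 3 SD over mean compound inhibition, cut at about 8.4% in these data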;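 also: 0% = DMSO-only wells with no growth and 100% = 10 µM 1-NA-PP1 full growth; inhibition rescues growth on 5-FOA so higher OD means more RAM inhibition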
Efa HMGR inh = E. faecalis class II HMG-CoA reductase inhibition | AID 1066 | inhibition, % at 10 µM | purified E. faecalis HMGR, NADPH absorbance 340 nm kinetic | 0.41% of 190,000 active;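 active = inhibition above a set limit, the median over all tested compounds plus 3 SD, cut at about 9.5% in these data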;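 also: enzyme runs in reverse so mevalonate oxidation gives rising NADPH absorbance; 0% = complete reaction with DMSO and 100% = background rate lacking mevalonate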
PPARg SRC3 recr = promotes SRC-3 coactivator recruitment by human PPARgamma; P37231; biochemical PPARgamma/SRC-3 coactivator recruitment assay; activation, % at 8 µM; 0.26% of 200,000 active; in the data active = activation above about 23%;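 also: 0% = DMSO and 100% = reference agonist; some compounds past the cut are filed as inactive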
PPARg SRC-1 ag = agonists of human PPARgamma SRC-1 coactivator recruitment. PPARgamma-SRC-1 coactivator recruitment biochemical assay. P37231. activation, % at 8 µM. AID 631. 0.41% of 200,000 active; in the data active = activation above about 19%;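 also: 0% = DMSO and 100% = reference agonist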
bIAP inh = intestinal alkaline phosphatase (bovine) inhibition. inhibition, % at 20 µM. AID 1019. purified bovine IAP, CDP-star luminescence, 30 min. 190,000 tested, under 10 active;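 active = over 50% inhibition of intestinal alkaline phosphatase at 20 µM in the single-dose screen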
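System: purified bovine intestinal alkaline phosphatase (IAP) enzyme; Input: IAP diluted 1/65,000,000 in the well; Measured by: CDP-star luminescence signal; Compound dosing: 20 µM single dose; Incubation: 30 min reaction at room temperature.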
PPARg SRC-2 ag = agonists of SRC-2 recruitment by human PPARgamma | P37231 | PPARgamma LBD-SRC-2 recruitment, biochemical | activation, % at 8 µM | 0.34% of 200,000 active | AID 1032; in the data active = activation above about 22%;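 also: 0% = vehicle and 100% = reference agonist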
SRC2 TRFRET art = counter-screen for PPARgamma SRC-2 recruitment agonists: TR-FRET artefact; active compounds read high; TR-FRET ratio at 8 µM; 0.4% of 200,000 active; AID 1049; in the data active = TR-FRET ratio above about 2000; also: inactives centre near 1500; reference of the scale not given here
DTT redox prof = compounds producing H2O2 with reducing agent – biochemical, NIH compound library profiling, artefact control for MLSCN library redox annotation, primary screen. DTT-dependent redox cycling H2O2, phenol red/HRP absorbance; 100% = 100 µM peroxide control, 0% = buffer. activation, % at 10 µM. 0.03% of 200,000 active;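 active = activation of at least 50% relative to the plate's high and low controls in the primary single-dose screen; inactive = activation below 50%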;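 also: compound incubated with DTT at 0.8 mM final as the reducing agent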
ROMK primary = modulators of human ROMK potassium channel; B-score at 10 µM; P48048; AID 1918; 2% of 130,000 active; Tet-inducible ROMK, thallium flux fluorescence; actives lie on both sides;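 active = signal ratio slope over the read window, or its plate-corrected B-score, at least 3 SD from the plate mean, either direction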;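 also: B-score of the F/F0 ratio slope over 7 to 12 s after thallium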
Target sequence (P48048 whole entry, looked up): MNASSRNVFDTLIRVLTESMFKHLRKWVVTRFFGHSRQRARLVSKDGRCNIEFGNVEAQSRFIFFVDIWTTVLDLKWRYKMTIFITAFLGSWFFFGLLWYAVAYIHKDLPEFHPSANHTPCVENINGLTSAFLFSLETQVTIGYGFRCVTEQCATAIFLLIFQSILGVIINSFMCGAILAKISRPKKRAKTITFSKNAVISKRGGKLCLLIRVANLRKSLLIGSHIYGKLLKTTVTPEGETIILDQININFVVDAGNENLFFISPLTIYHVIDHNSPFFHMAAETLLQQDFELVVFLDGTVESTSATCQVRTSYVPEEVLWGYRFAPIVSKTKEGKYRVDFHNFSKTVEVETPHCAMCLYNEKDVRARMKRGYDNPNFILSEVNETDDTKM
S1P3 antag = blocks the human S1P3 receptor; Q99500; CHO S1P3 NFAT-BLA reporter, FRET fluorescence, antagonist mode; inhibition, % at 4.98 µM; 0.27% of 170,000 active;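 active = inhibition above the plate cutoff, the mean inhibition of test wells on that plate plus 3 SD, cut at about 28% in these data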;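 also: cells challenged with S1P at its EC80 of 0.8 µM; blue over green emission ratio from cleaved BLA substrate after 4 h stimulation; 0% = S1P-stimulated wells and 100% = unstimulated DMSO-only wells; some compounds past the cut are filed as inactive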
Target sequence (Q99500 whole entry, looked up): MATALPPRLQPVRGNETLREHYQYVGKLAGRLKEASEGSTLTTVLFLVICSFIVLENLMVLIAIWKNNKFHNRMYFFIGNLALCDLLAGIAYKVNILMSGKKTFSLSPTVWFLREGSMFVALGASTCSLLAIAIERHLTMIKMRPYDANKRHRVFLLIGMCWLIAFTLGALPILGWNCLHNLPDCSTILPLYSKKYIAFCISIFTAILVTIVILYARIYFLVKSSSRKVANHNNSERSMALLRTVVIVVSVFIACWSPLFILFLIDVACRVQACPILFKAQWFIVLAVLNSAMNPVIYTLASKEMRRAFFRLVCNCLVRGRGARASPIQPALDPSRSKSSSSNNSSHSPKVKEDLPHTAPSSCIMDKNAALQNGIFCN
L major viab = Leishmania major promastigote growth inhibition; Leishmania major promastigotes, resazurin fluorescence viability; inhibition, % at 10 µM; 9% of 200,000 active; AID 1063; in the data active = inhibition above about 50%;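 also: promastigotes grown with compound for 44 hours at 28 °C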
* hit, by the source's call; / = no result given.

SMILES	RAM inhibit	Efa HMGR inh	PPARg SRC3 recr	PPARg SRC-1 ag	bIAP inh	PPARg SRC-2 ag	SRC2 TRFRET art	DTT redox prof	ROMK primary	S1P3 antag	L major viab
O=C(CCN1C(=O)C2C3C=CC(C3)C2C1=O)NCCN1CCCc2ccccc21 (centres undefined)	1.5	-2	5	18	3	-6	1697	-0.1	/	-47	-1
O=C(CCNC(=O)Cn1ccc2ccccc2c1=O)NCCCN1CCOCC1	0.1	1	4	6	-3	10	1718	-1.3	-0.59	-28	-1
Cc1ccc(S(=O)(=O)N(C)C)cc1NC(=S)N1CCN(Cc2ccc3c(c2)OCO3)CC1	2.6	1	1	1	8	3	1634	-2.1	0.45	-3	84*
COc1ccc2cc(CN(CC3CCCO3)C(=O)Nc3ccccc3OC)c(=O)[nH]c2c1 (centres undefined)	2.2	1	1	11	-12	11	1607	-1.5	-0.034	-15	16
COc1ccc(-c2noc(CCC(=O)NCC3CCN(Cc4cccc(C)c4)CC3)n2)cc1	-0.4	-3	2	-2	0	-1	1535	-0.7	-1.4	/	2
COc1ccc(S(=O)(=O)N(C(C)=O)c2ccc(OC(C)=O)c3ccccc23)cc1[N+](=O)[O-]	2.4	-10	9	4	27	10	1537	0.0	/	-3	100*
CCCc1cc(=O)oc2c(C)c(OS(C)(=O)=O)ccc12	/	/	-1	-4	/	1	1545	-3.0	/	/	-3
CN(C)C(CNC(=O)c1cccc(OC(F)F)c1)c1ccco1 (centres undefined)	-0.1	1	-2	-5	4	-3	1420	/	1.1*	-4	59*
Cc1ccc(CCNC(=O)C2CCN(S(=O)(=O)N3CCC4(CC3)OCCO4)CC2)cc1	2.7	-5	-2	7	4	4	1405	2.8	/	6	-1
Cc1ccc(NC(=O)Cn2cccc2C2=NC(c3ccccc3)CO2)cc1C (centres undefined)	3.8	1	0	9	-10	1	1626	-0.3	-0.23	-3	48
Cc1ccc2nc(SCC(=O)Nc3cc(C(F)(F)F)ccc3N3CCOCC3)[nH]c2c1	1.3	-3	1	0	8	3	1550	0.1	1.5	/	53*
O=C(Cn1nnc(-c2ccccc2-n2cnnn2)n1)NCc1ccccc1	1.6	-3	15	16	-4	14	1802	0.3	/	20	-5
COCCNC(=O)c1snc2ccc(Cl)cc12	2.0	-5	22	2	1	9	1490	0.4	-0.49	/	-1
Cc1cc2oc(=O)cc(CN3CCC(C)CC3)c2cc1Cl	2.2	-10	-11	0	4	-7	1526	-1.1	-1.2	9	8
Cc1cc(Cl)ccc1OCCCC(=O)N1CCN(C(=O)c2ccco2)CC1	0.9	-4	-5	-7	2	-4	1555	1.6	/	19	-3
COc1ccc(N2CCN(C(=O)CNC(=O)c3ccc(C(C)(C)C)cc3)CC2)cc1	1.7	-2	2	2	5	1	1472	0.1	/	/	-1
S=c1[nH]nc(-c2cccc(Br)c2)o1	-0.9	-2	150*	94*	10	108*	4187*	-3.4	/	30	-12
O=C1C(Cc2c[nH]c3ccccc23)NC(=S)N1Cc1ccccc1 (centres undefined)	0.4	0	0	3	15	0	1470	-0.4	0.15	-8	2
COc1ccc(-n2nc([N+](=O)[O-])c(=NCCc3ccc(OC)c(OC)c3)n2O)cc1	-0.7	0	1	-2	-3	-10	1515	0.0	-0.82	-10	94*
CCn1cnc2cc(NC(=O)c3cccs3)ccc21	1.0	-3	5	17	7	8	1485	-0.1	0.57	1	-10
O=C(NCc1cccnc1)/C(=C\c1ccc(-c2cccc(Cl)c2)o1)S(=O)(=O)c1ccccc1	0.5	-1	1	7	-1	7	1465	-0.1	-4.8*	25	100*
CCOC(=O)CN1C(=O)CSc2ccccc21	-0.7	-1	-3	8	0	2	1741	1.6	-0.8	/	-5
Cc1ccc(NC(=S)NNC(=O)Nc2ccccc2)cc1	0.5	-9	3	4	-36	13	1758	-2.2	-0.45	-4	1
Nc1nnc(SCC(=O)N2CCN(Cc3ccccc3)CC2)s1	2.0	-6	5	1	4	8	1387	-0.1	/	/	-6
Cc1ccc(NS(=O)(=O)c2cc(C(=O)N3CCN(C)CC3)ccc2C)cc1	-0.1	-4	4	2	0	8	1644	0.7	-1.2	9	-2

PPARg SRC3 recr: what is marked active above.
Compound,RAM inhibit,Efa HMGR inh,PPARg SRC3 recr,PPARg SRC-1 ag,bIAP inh,PPARg SRC-2 ag,DTT redox prof,ROMK primary,S1P3 antag
S=c1[nH]nc(-c2cccc(Br)c2)o1,-0.9,-2,150*,94*,10,108*,-3.4,/,30

Sorted by value in PPARg SRC-2 ag (high to low): some entries from above.
canonical_smiles | PPARg SRC-2 ag
O=C(CCNC(=O)Cn1ccc2ccccc2c1=O)NCCCN1CCOCC1 | 10
COc1ccc(N2CCN(C(=O)CNC(=O)c3ccc(C(C)(C)C)cc3)CC2)cc1 | 1
COc1ccc(-c2noc(CCC(=O)NCC3CCN(Cc4cccc(C)c4)CC3)n2)cc1 | -1
O=C(CCN1C(=O)C2C3C=CC(C3)C2C1=O)NCCN1CCCc2ccccc21 (centres undefined) | -6
COc1ccc(-n2nc([N+](=O)[O-])c(=NCCc3ccc(OC)c(OC)c3)n2O)cc1 | -10

Retrieved one by one from the list above (2):
SMILES	RAM inhibit	Efa HMGR inh	PPARg SRC3 recr	PPARg SRC-1 ag	bIAP inh	PPARg SRC-2 ag	SRC2 TRFRET art	DTT redox prof	ROMK primary	S1P3 antag	L major viab
COc1ccc(S(=O)(=O)N(C(C)=O)c2ccc(OC(C)=O)c3ccccc23)cc1[N+](=O)[O-]	2.4	-10	9	4	27	10	1537	0.0	/	-3	100*
Nc1nnc(SCC(=O)N2CCN(Cc3ccccc3)CC2)s1	2.0	-6	5	1	4	8	1387	-0.1	/	/	-6

New compounds follow
SMILES	RAM inhibit	Efa HMGR inh	PPARg SRC3 recr	PPARg SRC-1 ag	bIAP inh	PPARg SRC-2 ag	SRC2 TRFRET art	DTT redox prof	ROMK primary	S1P3 antag	L major viab
CCOc1ccc(CN(C)C(C)C(=O)Nc2ccc([N+](=O)[O-])cc2Cl)cc1OC (centres undefined)	2.1	-10	2	0	-2	2	1481	-0.3	/	12	3
CCOc1c(N2CCCCC2)c(=O)c1=O	1.8	-5	18	-5	14	3	1460	-3.9	/	-2	-3
O=C(CSc1nc2ncc(Br)cc2[nH]1)Nc1ccc2c(c1)OCO2	2.8	-10	-6	-1	-11	-7	1480	0.1	/	-15	5
CCCCC1C(=O)CC[C@H]2[C@@H]1CC(=O)[C@@H]2C/C=C\CCCC(=O)O (some centres undefined)	0.6	-2	-1	6	-17	-6	1454	-0.2	/	-4	9
CC(C)C(=O)NCCSc1c[nH]c2ccccc12	0.7	-6	1	4	10	10	1683	-0.2	/	/	-5
CCOC(=O)CC(=O)Nc1nc2ccccc2s1	0.3	-3	6	0	4	11	1670	-0.1	-0.33	4	1
CC(CCCC(C)(C)O)NCc1cn[nH]c1-c1ccc2c(c1)OCO2 (centres undefined)	0.9	-1	0	12	0	-4	1523	-0.9	-0.067	-9	0
Cc1ccc2occ(C3NC(C(=O)O)CS3)c(=O)c2c1 (centres undefined)	-1.2	-2	6	-9	-11	3	1500	0.0	0.27	7	5
Cc1cc([N+](=O)[O-])nn1CC(=O)N1N=C(C(F)F)CC1(O)C(F)F (centres undefined)	1.1	-2	-3	1	-38	-4	1593	-0.1	/	-14	-6
O=C(Nc1cccc(F)c1)NC1(C(=O)N2CCOCC2)CCCCC1	0.1	-3	-4	1	-2	-1	1684	-0.5	1.3	-14	-5
O=C(O)C1=C[C@@H](c2ccc(Br)cc2)C[C@@H](OCc2ccc(CO)cc2)O1	0.9	-4	1	1	4	-2	1487	0.6	/	-6	-12
O=C(CCn1cccc1)Nc1ccc(F)cc1	-1.8	0	-11	1	6	-1	1216	0.3	-0.044	/	-4
CN(Cc1cccc2ccccc12)C(=O)c1cc(COc2c(F)cccc2F)on1	6.4	-1	2	18	19	4	1662	-1.3	-0.57	-10	4
CCSCC1COC(c2cccn2Cc2ccc(C)cc2)=N1 (centres undefined)	0.4	-1	-2	13	8	-5	1570	-1.3	-0.2	-33	6
O=C(COC(=O)c1ccc(S(=O)(=O)N2CCCC2)cc1)NCc1ccc(F)cc1	3.5	0	11	-8	0	-2	1673	0.6	/	/	-1
CCOC(=O)c1c(-c2ccccc2Cl)cn2ccccc12	1.6	-3	21	4	28	2	1608	0.7	/	/	10
CCCCNCc1cc(Cl)c(OCCC)c(OCC)c1	2.2	-11	7	-2	7	4	1526	0.8	-1.7	/	90*
CCN(CC)c1ccc(NC(=O)CCCCCN2C(=O)c3ccccc3C2=O)cc1	0.5	-5	8	-1	0	-4	1616	-3.9	/	6	10
Cn1c(SCC(=O)N2CCCc3ccccc32)nnc1-c1c[nH]c2ccccc12	-0.8	-4	-3	-3	6	-7	1483	2.5	0.092	-17	-7
CCCCNS(=O)(=O)c1ccc(NC(=O)c2c(-c3ccccc3Cl)noc2C)cc1	3.0	1	-12	-2	2	-5	1347	0.1	-0.081	/	19
O=C1CCCC(O)=C1N=Nc1c(Cl)cc(Cl)cc1Cl	0.4	0	1	10	17	5	1499	0.2	/	-6	-5
O=C1CCC(C(=O)Nc2cccc3ccccc23)N1 (centres undefined)	1.0	-7	-2	2	4	3	1454	2.3	-0.89	-3	7
Cc1ccc(C(=O)N2CC3(C(C)C)CN(C(=O)c4ccc(C)cc4)CC(C(C)C)(C2)C3=O)cc1	0.5	-6	-6	0	7	-1	1546	-0.9	-1.4	/	95*
N/C(COc1ccc(F)cc1)=N\NC(=O)c1cccnc1Oc1ccccc1	0.9	5	-2	6	-38	5	1563	-7.6	/	/	-2
COC(=O)c1[nH]c2cc(OC)ccc2c1NC(=O)CN1CCN(c2cccc(C)c2)C(C)C1 (centres undefined)	-0.6	-2	3	7	-9	2	1523	-0.2	0.52	/	32
Cn1c(=O)[nH]c(=O)c2c1nc(N1CCCCCC1)n2CCOc1ccccc1	2.0	-3	-1	-3	8	4	1443	-0.8	-1.3	-1	8
COC(=O)C1=C(C)NC(=O)NC1c1ccc(-c2ccc(Cl)cc2)o1 (centres undefined)	6.8	-3	-2	1	11	-3	1621	-1.0	0.29	18	-4
COc1ccc(C2=Nc3ccccc3OC2)cc1	0.4	-3	6	3	7	8	1679	-0.3	0.084	/	98*
Cn1c2ccccc2c(=O)c2c(=O)n(Cc3ccco3)c(COc3ccccc3)nc21	1.6	-9	6	0	-2	2	1579	0.2	/	1	6

Single values from the list.
Value of CCCCNS(=O)(=O)c1ccc(NC(=O)c2c(-c3ccccc3Cl)noc2C)cc1 under bIAP inh: 2
Value of CCOc1c(N2CCCCC2)c(=O)c1=O under DTT redox prof: -3.9
Value of CC(C)C(=O)NCCSc1c[nH]c2ccccc12 under PPARg SRC-2 ag: 10
Value of CCSCC1COC(c2cccn2Cc2ccc(C)cc2)=N1 (centres undefined) under L major viab: 6
